Assay outcomes: PubChem BioAssay, The Scripps Research Institute Molecular Screening Center
LYPLA2 inh = LYPLA2 inhibitors, primary screen, counter-screen for PME1 inhibitor project, biochemical, fluorescence polarization, FP-Rh probe ABPP | Acyl-protein thioesterase 2 (Homo sapiens), O95372 | recombinant LYPLA2 | inhibition, % at 5.9 µM | 0.38% of 320,000 active | AID 2177, 2009;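 active = inhibition above the screen-wide mean plus 3 SD, limit set per campaign, cut at about 26% in these data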;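 note: 0% = LYPLA2 with DMSO and 100% = wells lacking LYPLA2 enzyme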
GSTO1 counter = inhibitors of recombinant GSTO1, primary screen, counter-screen for RBBP9 inhibitor project, biochemical, fluorescence polarization; Glutathione S-transferase omega-1 (Homo sapiens), P78417; activity-based probe fluorescence polarization; inhibition, % at 5.96 µM; 1.1% of 300,000 active; AID 1974, 2009;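 active = inhibition above the campaign mean inhibition plus 3 SD, cut at about 35% in these data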;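 note: 0% = GSTO1-1 with DMSO and 100% = wells lacking GSTO1-1 enzyme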
PAFAH2 FP inh = PAFAH2 enzyme inhibitors, primary screen, biochemical, fluorescence polarization, human; inhibition, % at 3.39 µM; recombinant PAFAH2, FP-rhodamine activity probe; 0.99% of 340,000 active;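 active = inhibition above the mean over all tested compounds plus 3 SD, cut at about 30% in these data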;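 note: inhibitors block probe labeling of enzyme so polarization drops; 0% = enzyme with DMSO and 100% = wells lacking PAFAH2 protein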
pPAFAH inh = pPAFAH enzyme inhibitors, primary screen, biochemical, fluorescence polarization, human; 1.5% of 330,000 active; inhibition, % at 3.39 µM; AID 463082, 2010; Platelet-activating factor acetylhydrolase (Homo sapiens), Q13093; recombinant pPAFAH, FP-rhodamine probe fluorescence polarization;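 active = inhibition above the mean inhibition across the screen plus 3 SD, cut at about 25% in these data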;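 note: inhibitors block binding of the rhodamine activity-based probe so polarization drops; 0% = enzyme with DMSO and 100% = wells lacking pPAFAH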
PAFAH1B3 FP inh = PAFAH1B3 enzyme inhibitors, primary screen, biochemical, fluorescence polarization, human; Platelet-activating factor acetylhydrolase IB subunit alpha1 (Homo sapiens), Q15102; recombinant PAFAH1B3, FP-rhodamine probe; inhibition, % at 3.39 µM; 0.28% of 340,000 active; AID 492972, 2010;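 active = inhibition above the screen-wide average of all tested compounds plus 3 SD, cut at about 25% in these data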;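 note: 0% = enzyme with DMSO only and 100% = wells lacking PAFAH1B3 protein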
Target sequence (Q15102 whole entry, looked up): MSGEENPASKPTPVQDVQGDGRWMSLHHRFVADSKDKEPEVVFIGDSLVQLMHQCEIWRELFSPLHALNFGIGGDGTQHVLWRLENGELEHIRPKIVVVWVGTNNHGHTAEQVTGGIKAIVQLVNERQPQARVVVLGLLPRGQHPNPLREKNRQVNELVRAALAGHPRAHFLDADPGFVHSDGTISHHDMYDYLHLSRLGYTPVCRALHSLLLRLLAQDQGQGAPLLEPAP
LYPLA1 counter = LYPLA1 inhibitors, primary screen, counter-screen for PME1 inhibitor project, biochemical, fluorescence polarization, FP-Rh probe ABPP; AID 2174, 2009; 0.16% of 320,000 active; recombinant LYPLA1; inhibition, % at 5.9 µM; Acyl-protein thioesterase 1 (Homo sapiens), O75608;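 active = inhibition above the mean of all tested compounds plus 3 SD, set per campaign, cut at about 14% in these data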;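 note: inhibitors block serine hydrolase probe labeling of LYPLA1 so polarization falls; 0% = enzyme with DMSO and 100% = wells lacking LYPLA1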
PAD4 FP inh = human PAD4 inhibitors, primary screen, biochemical, fluorescence polarization, 1536-well format; Protein-arginine deiminase type-4 (Homo sapiens), Q9UM07; recombinant PAD4, RCA probe fluorescence polarization; inhibition, % at 6.36 µM; 0.41% of 330,000 active; AID 485272, 2010;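 active = percent inhibition above a cutoff equal to the mean of all tested compounds plus 3 SD, cut at about 15% in these data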;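 note: 0% = PAD4 with RCA probe and DMSO and 100% = probe without PAD4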
Target sequence (Q9UM07 whole entry, looked up): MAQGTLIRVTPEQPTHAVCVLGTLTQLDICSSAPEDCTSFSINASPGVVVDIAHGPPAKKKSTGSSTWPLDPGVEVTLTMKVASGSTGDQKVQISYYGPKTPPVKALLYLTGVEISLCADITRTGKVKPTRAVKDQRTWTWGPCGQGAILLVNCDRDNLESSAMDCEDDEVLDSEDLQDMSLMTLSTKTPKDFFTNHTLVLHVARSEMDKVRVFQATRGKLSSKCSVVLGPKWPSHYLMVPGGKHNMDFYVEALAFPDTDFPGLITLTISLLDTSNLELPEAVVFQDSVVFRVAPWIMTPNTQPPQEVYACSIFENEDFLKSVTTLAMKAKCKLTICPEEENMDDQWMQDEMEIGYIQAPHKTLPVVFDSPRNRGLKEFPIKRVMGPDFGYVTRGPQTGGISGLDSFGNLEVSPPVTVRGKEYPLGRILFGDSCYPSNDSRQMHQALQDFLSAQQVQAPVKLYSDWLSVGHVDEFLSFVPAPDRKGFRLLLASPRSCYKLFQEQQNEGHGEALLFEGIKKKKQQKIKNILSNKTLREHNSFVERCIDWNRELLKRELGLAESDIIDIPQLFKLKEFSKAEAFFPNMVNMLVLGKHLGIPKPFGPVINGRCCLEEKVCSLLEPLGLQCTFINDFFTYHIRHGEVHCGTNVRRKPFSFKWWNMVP
PME-1 inh = PME-1 inhibitors via competitive probe labeling, primary screen, biochemical, fluorescence polarization, FP-Rh probe, HTS | Protein phosphatase methylesterase 1 (Homo sapiens), Q9Y570 | recombinant PME-1 | inhibition, % at 5.9 µM | 0.53% of 320,000 active;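 active = inhibition above the campaign mean of all compounds plus 3 SD, cut at about 26% in these data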;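 note: competitive labeling of PME-1 active site by serine hydrolase directed probe; 0% = PME-1 with DMSO and 100% = wells lacking PME-1 enzyme; inhibitors block probe labeling so polarization falls and inhibition rises; many of its hits are not listed in these tables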
PAFAH1B2 inh = PAFAH1B2 enzyme inhibitors, primary screen, biochemical, fluorescence polarization, human. recombinant PAFAH1B2, FP-rhodamine activity probe. Platelet-activating factor acetylhydrolase IB subunit alpha2 (Homo sapiens), P68402. AID 492953, 2010. inhibition, % at 3.39 µM. 1.2% of 340,000 active;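 active = inhibition above the mean of all tested compounds plus 3 SD, cut at about 24% in these data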;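 note: 0% = enzyme with DMSO and 100% = wells lacking PAFAH1B2; many of its hits are not listed in these tables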
Target sequence (P68402 whole entry, looked up): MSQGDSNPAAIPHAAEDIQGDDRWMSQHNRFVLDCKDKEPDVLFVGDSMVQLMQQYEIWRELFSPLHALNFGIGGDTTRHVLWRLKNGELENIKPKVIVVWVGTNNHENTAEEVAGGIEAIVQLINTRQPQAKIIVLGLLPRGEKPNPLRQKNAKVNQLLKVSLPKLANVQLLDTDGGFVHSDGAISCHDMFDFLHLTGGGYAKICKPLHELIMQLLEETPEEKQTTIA
The depositor's hits bear a star; x = no result given. Some of the compounds tested, so the mix of outcomes need not match the whole.

SMILES	LYPLA2 inh	GSTO1 counter	PAFAH2 FP inh	pPAFAH inh	PAFAH1B3 FP inh	LYPLA1 counter	PAD4 FP inh	PME-1 inh	PAFAH1B2 inh
O=C(Nc1ccc(F)cc1F)N1CCN(C(=O)c2ccco2)CC1	1.9	3.4	-2.1	1.2	6.0	3.3	2.6	3.2	9.4
COc1ccc2nc(NC(=S)N(C)C)sc2c1	4.3	-2.5	2.5	4.3	6.7	1.0	-7.6	3.9	5.7
CCC(=O)Nc1cc(C)c(NC(=O)C23CC4CC(CC(C4)C2)C3)cn1	4.9	-3.7	5.0	-2.5	-1.8	-0.5	0.8	1.8	31.9*
O=C(CN1CCCCCCC1)N/N=C/c1ccc(F)c(F)c1	-2.2	-7.4	-10.3	4.5	7.1	1.1	-2.9	-0.8	1.1
O=C(Cc1ccccc1)Nn1cnc2ccccc21	0.6	-3.1	0.9	2.4	13.6	-3.0	-2.3	0.9	2.2
CC1CC(C)CN(c2cc(=O)n(Cc3ccc(F)cc3)c(=O)[nH]2)C1 (configuration not stated)	4.7	2.6	-2.6	2.7	4.0	1.2	-3.3	-3.4	12.1
O=C(CCS(=O)(=O)c1cc2c(cc1Cl)NC(=O)CO2)NCCc1ccccc1	-4.1	-7.5	8.4	8.7	3.5	-3.7	-4.7	4.0	1.2
CCCc1[nH]nc2c1C(c1ccsc1)C(C#N)=C(N)O2 (configuration not stated)	1.0	9.9	1.4	3.9	-1.0	-2.5	-1.9	3.5	13.8
CN(c1ccc(C(=O)N2CCN(Cc3ccc4c(c3)OCO4)CC2)cc1)S(=O)(=O)c1ccccc1	6.3	7.7	1.2	6.8	-1.7	4.2	2.5	1.4	4.2
CCOc1cc(/C=C(\C#N)C(=O)NCC2CCCO2)ccc1O (configuration not stated)	3.9	5.1	5.1	-0.6	2.7	-2.5	-0.2	-0.4	-2.4
Cc1ccc(/C=c2\sc3nc(-c4cccnc4)nn3c2=O)cc1	-1.2	3.6	5.0	3.4	-2.4	-0.7	1.4	-1.4	9.2
Cc1cc(C)cc(N2C(=O)CSC2c2cccs2)c1 (configuration not stated)	-0.1	0.0	-4.1	1.6	4.4	1.8	-1.4	-0.2	4.9
Cc1c(C=O)c(Cl)n(C)c(=O)c1C#N	4.5	52.6*	0.2	10.5	-1.8	2.2	26.5*	3.7	1.2
COc1ccc(C2Nc3ccccc3C(=O)N2Cc2ccccc2)cc1 (configuration not stated)	-5.2	-5.5	1.3	9.7	4.2	-4.2	0.8	1.2	5.3
CCOC(=O)/C(C#N)=C1\SS/C(=C(/C#N)C(=O)OCC)S1	1.9	-0.2	x	4.0	x	1.6	0.5	6.7	x
COc1ccc(OC2C(=O)N(c3cc(C)ccc3C)C2c2ccc(OC)c(OC)c2)cc1 (configuration not stated)	-2.1	-4.5	4.9	1.5	5.0	-3.2	3.1	-1.7	6.3
COC(=O)c1c(C)nn(-c2ccc(OC(F)(F)F)cc2)c1-c1snnc1C	3.8	2.7	x	-1.9	x	1.2	-3.4	1.1	x
COc1ccccc1N1C(=O)C2C3C=CC(C3)C2C1=O (configuration not stated)	7.7	6.6	3.4	1.0	10.5	4.0	-1.5	0.8	6.4
CCOc1ccc(N2C(=O)CC(Sc3n[nH]c(-c4ccccc4)n3)C2=O)cc1 (configuration not stated)	-3.9	-0.4	-1.5	-2.0	1.0	-3.7	2.0	-2.6	-2.5
COc1ccc(CCn2nnnc2CN2CCN(C(=O)c3ccco3)CC2)cc1OC	5.2	6.8	-3.9	5.2	5.5	0.2	1.9	-2.1	1.8
COc1cc(OC)cc(-c2c(C#Cc3ccsc3)c3cc(-c4ccc(C(N)=O)cc4)ccc3n2C)c1	-36.5	x	-2.5	1.4	10.3	-16.7	-3.5	-23.4	-3.2
CC(C)NC(=O)c1cc(-c2ccco2)nn1-c1ccc(Cl)cc1	4.9	0.2	-0.5	19.6	3.4	-5.8	-4.9	2.5	6.6
COc1ccc(CCNC(=O)C(NS(=O)(=O)c2ccc3c(c2)CCN3C(C)=O)C(C)C)cc1OC (configuration not stated)	0.9	15.7	x	3.4	x	0.1	-3.9	9.2	x
CNc1oc(C)nc1S(=O)(=O)c1ccc(C)cc1	-1.0	-4.9	5.1	2.6	4.4	2.3	-8.5	-1.4	5.3

Part of the list above, reduced to LYPLA2 inh, PAFAH1B3 FP inh and LYPLA1 counter:
| SMILES | LYPLA2 inh | PAFAH1B3 FP inh | LYPLA1 counter |
| --- | --- | --- | --- |
| CCOc1cc(/C=C(\C#N)C(=O)NCC2CCCO2)ccc1O (configuration not stated) | 3.9 | 2.7 | -2.5 |
| COc1ccc(OC2C(=O)N(c3cc(C)ccc3C)C2c2ccc(OC)c(OC)c2)cc1 (configuration not stated) | -2.1 | 5.0 | -3.2 |

(list continues)
SMILES	LYPLA2 inh	GSTO1 counter	PAFAH2 FP inh	pPAFAH inh	PAFAH1B3 FP inh	LYPLA1 counter	PAD4 FP inh	PME-1 inh	PAFAH1B2 inh
CCC(=O)NCCc1c[nH]c2ccccc12	4.0	-0.2	-5.4	3.2	7.8	-3.5	-3.7	-4.0	1.4
CCOc1ccc(CNC(=O)C2CCN(S(=O)(=O)CC)CC2)cc1OC	-2.1	2.4	0.2	6.5	10.2	-1.6	-0.9	4.1	3.6
CC1=C(C(=O)Nc2ccc(Cl)cc2)C(c2ccncc2)C(C#N)=C(SCC(N)=O)N1 (configuration not stated)	6.7	-6.7	0.8	1.6	4.5	4.7	-1.8	4.3	9.0
COc1ccc(-c2nc3ccc(C(=O)NCC(OC)OC)cc3nc2-c2ccc(OC)c(OC)c2)cc1OC	5.5	0.0	4.5	2.8	11.8	2.5	-4.0	0.8	4.5
CC(C)CCc1c(O)nc(SCC(C)C)[nH]c1=O	-3.5	-6.0	-2.6	-1.5	0.4	-2.2	0.4	-2.6	11.3
O=C(NC(=S)N1CCCCC1CO)c1cccs1 (configuration not stated)	x	x	17.7	-1.4	9.4	x	1.7	x	6.0
Cc1ccccc1Cn1nc(C)c(NC(=O)c2cc3n(n2)C(C(F)F)CC(C(F)F)N3)c1C (configuration not stated)	1.0	1.2	-2.0	1.4	-1.8	2.9	-1.1	4.5	4.7
O=C(C1CCN(S(=O)(=O)c2ccc(Br)s2)CC1)N1CCc2ccccc21	3.9	-1.0	-1.6	1.1	2.2	-0.4	-2.4	-0.9	5.3
CCN(C(=O)CSc1cc(-c2ccccc2)c2ccc(OC)cc2n1)C1CCS(=O)(=O)C1 (configuration not stated)	-1.8	-11.1	-4.0	26.2*	9.6	-4.3	1.7	2.4	3.2
N#Cc1ccc(C(=O)Nc2cc(S(=O)(=O)N3CCOCC3)ccc2N2CCCC2)cc1	x	x	2.4	0.0	5.6	x	-2.0	x	0.1
O=C(O)C1C2C=CC(C2)C1C(=O)NCc1ccco1 (configuration not stated)	1.3	9.1	10.6	0.8	1.8	0.2	-4.8	-6.1	-3.8
O=C(CSc1nnc(NC2CCCCC2)s1)NN1C(=O)NC2(CCCCC2)C1=O	0.9	1.7	-0.4	-1.0	4.9	1.3	3.3	1.0	-0.2
CSc1ccc(S(=O)(=O)Nc2ccc3c(c2)NC(=O)CC3)cc1	-4.0	-2.5	11.1	4.2	8.4	-1.1	-0.4	-5.7	8.2
CCc1ccccc1NC(=O)CSc1nnc(Cn2cnc3ccccc32)o1	-0.5	3.9	-0.4	3.5	11.2	-1.4	-2.3	-3.2	5.9
O=C(NCc1nc(-c2ccc(C(F)(F)F)cc2)no1)c1cccs1	9.0	2.6	-5.3	-0.5	0.2	-0.9	0.4	-0.6	6.3
Cc1ccc(NC(=S)c2nc3ccccc3[nH]2)c(C)c1	6.1	-2.8	-2.8	0.2	8.9	-4.1	1.2	-1.0	2.5
Cc1noc(C)c1S(=O)(=O)N(CC(=O)N1CCCCCC1)c1ccc(C(C)C)cc1	-4.4	6.4	3.3	0.8	5.4	-0.7	1.8	1.8	5.5
O=C(NN=C1c2ccccc2-c2ccccc21)c1ccccc1Br	5.6	5.4	-1.1	11.0	0.6	2.2	-0.7	1.5	3.2
O=C(C[C@@H]1C/C=C\CC[C@@H](Cc2ccc(F)cc2)C(=O)OC[C@@H]2CCCN2C1=O)NCCO	x	x	-3.0	-4.9	7.5	x	5.8	x	9.5
CCc1ccc(C(=O)NNC(=O)C2CCN(c3ncnc4sc(C)c(C)c34)CC2)cc1	-5.9	-1.8	11.1	1.3	6.1	-5.0	1.6	-7.0	7.9
Cc1nc2sc(-c3ccccc3)cc2c(=O)n1/N=C/N(C)C	-8.3	1.0	-2.3	-2.6	0.5	-3.1	-11.7	-13.3	5.0
CCS(=O)(=O)NCc1csc(-c2ccccc2)n1	-2.9	3.3	-2.1	-1.9	1.8	-1.9	2.7	-0.7	6.3
O=C(CCNS(=O)(=O)c1ccc(Cl)cc1)N1CCN(c2ccccn2)CC1	1.4	8.8	3.4	7.2	0.2	2.1	1.5	-2.5	2.5
CC1(C)CC(=O)C2=C(C1)N(c1cccc(Cl)c1)C(=O)NC2(C(F)(F)F)C(F)(F)F	4.4	0.7	-1.6	2.1	10.9	3.3	-1.8	-3.3	-1.4
Cc1nc(N)sc1N=Nc1c(C)n(C)n(-c2ccccc2)c1=O	-1.4	12.7	1.7	3.7	1.2	-0.1	-0.4	-7.5	1.6
COc1ccc(OC)c(Nc2nc(-c3sc(N)nc3C)cs2)c1	3.2	11.3	15.8	23.2	2.9	-2.1	-10.8	12.6	-2.2
CN(C(=O)COc1ccc(Cl)cc1Cl)C1(C)CCS(=O)(=O)C1 (configuration not stated)	4.0	-7.7	-6.8	6.5	1.5	-3.1	-3.4	2.3	9.8
O=C(Nc1cc(S(=O)(=O)N2CCOCC2)ccc1Cl)c1cc(=O)c2ccccc2o1	-4.5	-1.2	-4.0	1.1	8.8	-6.2	-4.5	-1.4	-0.3
CCC(NC(=S)NCc1ccc(F)cc1)c1ccc(C(C)C)cc1 (configuration not stated)	-29.5	-4.2	-7.1	-4.6	-9.0	-14.3	-0.7	-3.3	28.9*
COC(=O)CNC(=O)/C=C/c1ccc(OC)cc1	-1.6	-1.6	-4.7	0.3	-1.9	0.1	1.5	1.8	0.7
O=C(O)CC/C(=N/NC(=O)c1cccs1)c1ccccc1	6.7	-11.6	5.5	-2.5	5.3	3.5	-4.8	-2.5	1.4
COCCCNC(=O)CC1C[C@H](C(=O)N2CCCCC2)[C@@]2(CCc3ccccc3)c3[nH]c4ccc(OC)cc4c3CCN2C1=O (some centres not stated)	x	x	-0.8	1.1	0.3	x	-3.0	x	-1.4
O=c1cc(N2CCC(Cc3ccccc3)CC2)[nH]c(=O)n1C1CCCCC1	-5.0	5.1	1.3	1.0	12.1	0.1	-1.1	-4.3	3.3
Cc1ccc(NC(=O)c2ccc(Cl)nc2)cc1	10.8	-1.7	1.6	-4.9	10.0	1.8	-1.9	1.5	-0.3
